MBNL1 CUG block: qHTS Assay for Inhibitors of MBNL1-poly(CUG) RNA binding | TR-FRET MBNL1-His/biotin-(CUG)12 binding, 665/545 ratio | Potency, µM (highest dose often 57.5 µM), for inactives: top-dose activity change, negative = inhibition, hits mostly inhibitors | hit rate 0.036% among 280,000 | AID 2675, 2010; active means well fitted inhibition curve with a large enough effect in the signal ratio, with a control signal flat, not every such curve was filed as active; inconclusive means small, poorly fitted or top-dose-only effect, or effect the other way, or a change in a side signal; inactive means no such curve, though single readings can be large or run the other way; the % refers to the signal ratio; further: potency means the concentration at half of the fitted maximal effect; on the % scale 0 is the no-effect control and ±100 the full control effect
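Inhibition of protein-RNA binding appears as loss of TR-FRET between terbium anti-His antibody on MBNL1-His and streptavidin-XL665 on biotin-(CUG)12. Activity is normalized to buffer-only and uninhibited-complex controls.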
GALK inh: qHTS Assay for Inhibitors of Human Galactokinase (GALK) | hit rate 0.007% among 270,000 | P51570 | AID 1868, 2009 | Purified GALK, Kinase-Glo residual ATP luminescence | Potency, µM (top dose mostly 57.5 µM), without a hit: top-dose activity change, negative = inhibition, usual class: inhibitors; further: potency means the concentration at half of the fitted maximal effect; on the % scale 0 is the no-effect control and ±100 the full control effect
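Human GALK (5 nM) with 35 uM ATP and 100 uM galactose in 20 mM HEPES pH 8.0, 5 mM MgCl2, 60 mM NaCl, 1 mM DTT, 0.01% BSA. After 1 h at room temperature, leftover ATP was read by Kinase-Glo Plus luminescence.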
Integrin act MD: qHTS for Activators of Integrin-Mediated Alleviation for Muscular Dystrophy; alpha7betagal myoblasts, beta-gal FDG fluorescence, 48 h; hit rate 0.064% among 350,000; Potency, µM (highest dose often 38.3 µM), for inactives: top-dose activation, most hits filed as activators; AID 624291, 2012;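 further: potency means the concentration at half of the fitted maximal effect; 100% = response of the positive control SU9516; nearly all actives have a fitted effect of over 60% in size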
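alpha7betagal+/- myoblasts (passage 13, 250/well) treated 48 h at 37C with compounds at 1:260 dilution of DMSO stock. Lysed, then beta-galactosidase activity read as FDG fluorescence (ex 480/em 540) after 30 min, with pre-read for autofluorescence.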
KCNH2 3.1 inh: qHTS for Inhibitors of KCHN2 3.1: Mutant qHTS; Potassium voltage-gated channel subfamily H member 2, brain isoform KCNH2 3.1 (human); U2OS KCNH2 3.1, thallium flux FluxOr; hits give low values; activity change, % (tested at about 1.8 µM); hit rate 0.95% among 340,000; AID 720553, 2013;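 active means maximum activity change below -70%; inconclusive means maximum activity change from -70% to -50%; inactive means maximum activity change above -50%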;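 further: thallium influx rate constant from kinetic fluorescence after stimulation buffer; on the % scale 0 is the no-effect control and ±100 the full control effect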
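Normalized rate constant (relative to positive and negative DMSO controls) derived from a 2 min kinetic fluorescence read after stimulation; U2OS cells expressing the 3.1 isoform via virus at 1.77 x 10^8 /mL.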
TRPV1 ag: HTS Assay for Compounds that Act as Agonists of the Vanilloid Receptor 1 | Transient receptor potential cation channel subfamily V member 1 (Homo sapiens), Q8NER1 | hit rate 0.19% among 320,000 | TRPV1-expressing cells, Fluo-8 calcium influx, agonist mode | activation, % at 8.33 µM | AID 540275, 2011; in the data active means activation above about 80%; inconclusive means between about 30% and that limit; further: 0% is about no effect
Target sequence (Q8NER1 whole entry, looked up): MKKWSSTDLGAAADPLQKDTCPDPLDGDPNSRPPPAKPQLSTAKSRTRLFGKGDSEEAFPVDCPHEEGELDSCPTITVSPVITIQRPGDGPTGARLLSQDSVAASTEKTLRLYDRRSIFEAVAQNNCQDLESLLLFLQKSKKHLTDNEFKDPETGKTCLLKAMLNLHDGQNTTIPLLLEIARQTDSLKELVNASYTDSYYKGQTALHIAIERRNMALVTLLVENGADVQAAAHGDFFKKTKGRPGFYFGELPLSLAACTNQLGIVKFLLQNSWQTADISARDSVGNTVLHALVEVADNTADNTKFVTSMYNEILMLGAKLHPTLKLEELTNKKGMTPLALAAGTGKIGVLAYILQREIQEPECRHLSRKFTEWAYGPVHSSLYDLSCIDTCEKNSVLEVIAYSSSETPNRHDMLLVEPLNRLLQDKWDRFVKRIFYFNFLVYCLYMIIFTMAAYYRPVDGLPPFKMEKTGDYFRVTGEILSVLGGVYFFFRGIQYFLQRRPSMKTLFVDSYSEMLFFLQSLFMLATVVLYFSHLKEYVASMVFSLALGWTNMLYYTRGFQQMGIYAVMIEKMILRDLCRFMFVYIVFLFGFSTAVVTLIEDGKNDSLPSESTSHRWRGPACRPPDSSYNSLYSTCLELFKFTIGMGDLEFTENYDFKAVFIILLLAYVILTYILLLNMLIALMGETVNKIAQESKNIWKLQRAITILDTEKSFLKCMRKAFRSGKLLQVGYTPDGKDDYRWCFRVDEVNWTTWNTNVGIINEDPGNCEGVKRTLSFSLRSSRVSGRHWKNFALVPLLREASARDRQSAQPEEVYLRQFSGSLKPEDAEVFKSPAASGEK
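Fluo-8 calcium influx in TRPV1-expressing cells, kinetic read (ex 480/em 520 nm). Compound added and read 3 min for agonist activity, followed by capsaicin at EC20 final and 2 min further read for enhancement.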
MLL CXXC-DNA inh: qHTS Fluorescence Polarization Assay for Inhibitors of MLL CXXC domain - DNA interaction; Histone-lysine N-methyltransferase 2A (Homo sapiens), Q03164; MLL-CXXC / FITC-HOXA9 DNA fluorescence polarization; Potency, µM (series often up to 115 µM), for inactives: top-dose activity change, negative = inhibition, actives largely listed as inhibitors; hit rate 0.037% among 290,000; AID 2662, 2010; active means well fitted inhibition curve with a large enough effect in the polarisation, with a control signal flat, not every such curve was filed as active; inconclusive means small, poorly fitted or top-dose-only effect, or effect the other way, or a change in a side signal; inactive means no such curve, though single readings can be large or run the other way; the % refers to the polarisation; further: potency means the concentration at half of the fitted maximal effect
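Steps: dispense CXXC domain solution (7 uM) → pin compounds or unlabeled HOX-A9 DNA control → 5 min ambient → add FLSN-HOX-A9 solution (50 nM) → spin → 30 min ambient → fluorescence polarization. Tris pH 7.5/NaCl/DTT/BSA buffer.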
Coupling enz: qHTS Assay for Inhibitors of Fructose-1,6-bisphosphate Aldolase from Giardia Lamblia: Coupling assay counterscreen | coupling enzyme system counterscreen, AmpLite Red fluorescence | activity change, negative = inhibition, % at 58.2 µM, hits read low | hit rate 0.67% among 290,000; in the data active means activity change below about -30%; further: on the % scale 0 is the no-effect control and ±100 the full control effect
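Activity here indicates interference with the coupling reaction, not aldolase inhibition. Compounds at 57.5 uM final met coupling enzymes for 10 min at RT; substrate and AmpLite Red detection followed, with a 525/598 nm fluorescence read after 20 min.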
hERG WT inh: qHTS for Inhibitors of KCHN2 3.1: Wildtype qHTS | U2OS, BacMam KCNH2, thallium flux FluxOr; hits give low values | activity change, % at 1.84 µM | hit rate 0.37% among 340,000;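 active means maximum activity change below -70%; inconclusive means maximum activity change between -70% and -50%; inactive means maximum activity change above -50%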; further: on the % scale 0 is the no-effect control and ±100 the full control effect
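U2OS cells transduced with wild-type KCNH2 virus are loaded with FluxOr dye for 45 min, and thallium flux is measured in kinetic reads before and after stimulation buffer. Rate constants are normalized to DMSO controls.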
A-T KAP1 phos: qHTS Assay for Identifying a Potential Treatment of Ataxia-Telangiectasia; […] A-T fibroblasts, KAP-1 phosphorylation AlphaLISA; neocarzinostatin DNA damage 30 min before lysis; Potency, µM (highest dose often 57.5 µM), inactives show top-dose activation, actives largely listed as activators; hit rate 0.19% among 320,000; AID 485349, 2010; further: potency means the concentration at half of the fitted maximal effect; % of control where 0% means no effect; nearly all actives have a fitted effect of over 45% in size
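ATM-like activity read as KAP-1 phosphorylation via AlphaLISA donor/acceptor antibody pairs after lysis and 6 hr at 25C. Cells were ATM-null patient fibroblasts ([…], hTERT), dosed 60 min, then exposed to the DSB inducer NCS for 30 min.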
ASM inhibitor: Inhibitors of Secretory Acid Sphingomyelinase (S-ASM): qHTS; Potency, µM (doses to about 57.5 µM), for the others: at the top dose activity change, negative = inhibition, most hits filed as inhibitors; Sphingomyelin phosphodiesterase (Homo sapiens), P17405; hit rate 0.006% among 340,000; placental ASM, HMU-PC fluorogenic substrate, 60 min; AID 504937, 2011; further: potency means the concentration at half of the fitted maximal effect
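HMU-PC0 cleavage (9 uM final) by human placental ASM, 60 min at 37 °C following 10 min compound exposure at RT; stopped at pH 10, fluorescence Ex 386/Em 447 nm.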
* hit, by the source's call; ? = inconclusive; · = no result given; [ ] = another dose, or the depositor's remark. Unless noted, the call rests on the fitted dose curve; in most records, active means well fitted curve in the direction sought with a large enough effect; inconclusive means small, poorly fitted or top-dose-only effect, or another doubt; inactive means no such curve, though single readings can be large; an effect the other way counts as inactive or inconclusive.

Sequence of screens – MBNL1 CUG block | GALK inh | Integrin act MD | KCNH2 3.1 inh | TRPV1 ag | MLL CXXC-DNA inh | Coupling enz | hERG WT inh | A-T KAP1 phos | ASM inhibitor
CCCOc1ccc(CNCCCOCC)cc1OC
  -5% | 1% | -9% | 7 | 1 | 1% | 0 | -1 | 6% | -4%
O=C(CCSCc1cccc(Cl)c1)NCCC1=CCCCC1
  -7% | 0% | -13% | -7 | ? | 11% | 1 | -8 | 4% | -1%
Cc1ccc(SCC(=O)NC(C)c2ccccc2)cc1 (configuration not stated)
  -2% | 0% | 2% | -2 | ? | 11% | -1 | -13 | -7% | -3%
CCN(CC(=O)NCc1ccc(Cl)cc1)C(=O)Cc1ccc(OC)cc1
  -6% | 0% | 7% | -21 | 6 | 10% | -1 | 7 | 8% | 1%
COc1ccc(NC(=O)CN(C)C(=O)c2c(C)nn(-c3ccccc3)c2Cl)cc1
  · | · | -7% | -6 | 1 | · | · | -1 | 5% | 0%
CC(C)Cc1nnc(NC(=O)CCC(=O)Nc2ccccc2F)s1
  -8% | 4% | 12% | 1 | -1 | 3% | 5 | -3 | 1% | 1%
COc1cccc(-c2nc(CS(=O)(=O)CC(=O)NCCCN3CC(C)CC(C)C3)c(C)o2)c1 (configuration not stated)
  -4% | -1% | -52%[inhibitor] | -9 | 4 | 1% | 0 | -4 | 1% | -2%
CS(=O)(=O)N1CCN(c2ccccc2NC(=O)c2ccc3c(c2)OCCO3)CC1
  -4% | 0% | 0% | 4 | -2 | 2% | -1 | -11 | 1% | 3%
O=C(N1CCCC1)n1c(Cc2ccccc2)nc2ccccc21
  -4% | -1% | -12% | 2 | 1 | 4% | 2 | -10 | -1% | 1%
O=C(c1cnn2c(C(F)(F)F)cc(-c3cccs3)nc12)N1CCN(C(c2ccccc2)c2ccccc2)CC1
  11% | 0% | ? | -16 | 2 | -5% | -1 | -3 | -7% | 28%
Cc1ccc(C)c(N(CC(=O)N(C)C)S(C)(=O)=O)c1
  0% | 2% | 1% | -2 | 6 | 11% | 2 | -1 | 2% | 5%
O=S1(=O)CCO[C@H]2Cc3ccccc3[C@H]2N1Cc1ccc(F)cc1
  -6% | · | 2% | 18 | 7 | -2% | 5 | -18 | -4% | -4%
COC(=O)C(CCSC)NC(=O)c1cc2c(n(-c3ccccc3)c1=O)CCCC2=O (configuration not stated)
  -4% | 0% | 0% | -1 | -8 | 5% | 9 | 1 | 8% | -3%
Cc1cc2c3c([nH]c2cc1S(=O)(=O)NCCCOC(C)C)CC(C)(C)CC3=O
  -4% | -2% | -10% | -17 | 3 | 18% | 1 | -8 | 1% | 1%
Cc1nn2c(-c3ccncc3)nnc2c2ccccc12
  -8% | 0% | 7% | 12 | -1 | -1% | 0 | 2 | 8% | 4%

(more compounds)
Sequence of screens – MBNL1 CUG block | GALK inh | Integrin act MD | KCNH2 3.1 inh | TRPV1 ag | MLL CXXC-DNA inh | Coupling enz | hERG WT inh | A-T KAP1 phos | ASM inhibitor
CCCc1cc(=O)[nH]c(SCC(=O)Nc2cc(S(=O)(=O)N3CCCCC3)ccc2Cl)n1
  · | · | -17% | -16 | · | · | · | 2 | · | 0%
COC(=O)CN1C(=O)C2(C(C#N)=C(N)Oc3c2c(C)nn3-c2ccccc2)c2ccccc21 (configuration not stated)
  0% | -6% | -30%[inhibitor] | 18 | 1 | 5% | -50* | -19 | 3% | -2%
Cc1ccc2nc(-c3ccc(N4C(=NC(=O)CCC(=O)O)SC5CS(=O)(=O)CC54)cc3)sc2c1 (configuration not stated)
  35%[activator] | 0% | 4% | -8 | 0 | 6% | 3 | 6 | -3% | 51%[activator]
COc1ccc(Nc2nnc(C)c(=O)[nH]2)cc1
  7% | 3% | 4% | 2 | 2 | 2% | 0 | -3 | · | 4%
CC(C)c1ccc(NC(=O)N2CCC(c3nc4ccccc4o3)CC2)cc1
  7% | 3% | -9% | -13 | 97* | 3% | -2 | -3 | -3% | -11%
COc1cc(/C=C2/C(=N)N3C(=NC2=O)SN=C3S(C)(=O)=O)ccc1OC(=O)c1ccco1
  15% | -2% | -11% | 2 | 1 | 66%[activator] | 8 | -5 | -8% | ?
Cc1ccc(C)c(N2CCN(C(=O)Cn3ncc4c([nH]c5ccc(C)cc54)c3=O)CC2)c1
  1% | 1% | 2% | 4 | 1 | 2% | · | 19 | -3% | 3%
Nc1nc(=S)ss1
  · | · | -41% | -27 | · | · | · | 1 | · | 2%
Cc1nn(C)cc1S(=O)(=O)N1CCN(c2cccc(Cl)c2)CC1
  -3% | -1% | ? | · | 3 | 7% | 4 | 5 | 1% | 0%
O=C(CN1CCCC1)NC(=O)NC1CCCC1
  -17% | 1% | -11% | 8 | -2 | 1% | 0 | 0 | 5% | 4%
Cc1cccc(C)c1NC(=O)c1ccc([N+](=O)[O-])s1
  · | 0% | -46%[inhibitor] | 10 | -1 | -2% | 4 | -10 | -4% | -7%
COc1ccc(OCCCN2CCc3ccccc3C2)cc1
  -5% | -1% | 22% | -24 | 0 | 4% | -1 | 33 | -2% | 4%
Cc1ccc(N(CC#N)C(=O)CS(=O)(=O)c2cccc([N+](=O)[O-])c2)cc1
  ? | 6% | -9% | -8 | 0 | -6% | 2 | 1 | 1% | 1%
CC(=O)c1c(C)[nH]c(C(=O)N(C)C(c2ccccc2)c2ccccc2)c1C
  1% | 2% | -16% | 3 | 14 | -2% | 3 | 1 | 1% | -3%
Cc1cc(C)n2nc(CCc3nc4nc(C)cc(C)n4n3)nc2n1
  -8% | 6% | · | · | 0 | -3% | 1 | · | 1% | ·

Further entries follow:
Sequence of screens – MBNL1 CUG block | GALK inh | Integrin act MD | KCNH2 3.1 inh | TRPV1 ag | MLL CXXC-DNA inh | Coupling enz | hERG WT inh | A-T KAP1 phos | ASM inhibitor
COc1ccccc1CNC(=O)c1ccc(OCC2CCCO2)cc1 (configuration not stated)
  -1% | 2% | -20% | 23 | 0 | 1% | -1 | 1 | 0% | 2%
O=C(CN1CCN(c2ccccc2O)CC1)Nc1ccc([N+](=O)[O-])cc1Br
  15% | 0% | -25% | -16 | 2 | -6% | 1 | -8 | 0% | -9%
CC(Sc1nnc(-c2ccccc2F)o1)C(=O)Nc1ccc(N2CCOCC2)cc1 (configuration not stated)
  · | · | 18% | 6 | -3 | · | · | 8 | -1% | 4%
O=C(C1=C[C@H](c2ccc3c(c2)OCO3)C[C@H](OCc2ccc(CO)cc2)O1)N1CCCCCCC1
  0% | 2% | 15% | 17 | 2 | -3% | 1 | 1 | -9% | -6%
Cn1c(N)c(C(=O)COC(=O)c2ccc(Cl)nc2)c(=O)n(C)c1=O
  -1% | -1% | 5% | -2 | 1 | -5% | 1 | -2 | 3% | 12%
O=C(Nc1ccc(-n2cnnn2)cc1)C1CCCN1C(=O)Nc1ccc(Br)cc1 (configuration not stated)
  -6% | 1% | 4% | ? | 2 | -1% | 0 | -22 | -9% | -2%
CCOCCCNC(=O)C1CCN(S(=O)(=O)c2cc(Br)cc3c2N(C(=O)CC)CC3)CC1
  -1% | -1% | 0% | -5 | 0 | -1% | 2 | 2 | 3% | 1%
N#Cc1c(N)nc(SCC(=O)NC2CCCCC2)c(C#N)c1-c1ccc(Cl)cc1
  4% | 1% | 19% | -5 | -2 | 9% | 0 | -16 | 2% | 10%
Cc1cccc(CCNC(=O)C2CCC(=O)N2Cc2ccc(F)cc2)c1 (configuration not stated)
  6% | 3% | 4% | -7 | 2 | 16% | 3 | 21 | 0% | 4%
COc1cc(-c2nnc(SCC(=O)Nc3cc(C)on3)n2C)cc(OC)c1O
  -1% | 5% | -7% | 1 | -2 | 8% | 0 | -16 | -1% | 1%
C=COCCn1c(-c2nonc2N)nc2ccccc21
  -3% | 3% | 8% | -8 | 0 | -3% | -1 | -3 | 9% | -3%
Cc1ccc(-c2noc(-c3ccccc3C(=O)NCC3CCCO3)n2)cc1 (configuration not stated)
  2% | 5% | -16% | 3 | 12 | 0% | -2 | -8 | 15% | -2%
C=CCOc1ccc(CNc2nccs2)cc1
  7% | -6% | -16% | -6 | 19 | -3% | 1 | 8 | 1% | 3%
COc1ccc(-c2ncc3ccccn23)cc1
  ? | 3% | -8% | -8 | 0 | 5% | -3 | 0 | 10% | 26%
